BL2 CD40 inh = CD40 pathway inhibition in BL2 cells; BL2 NF-kB luciferase reporter, CD40L-induced, 4 h; inhibition, % at 10 µM; 0.94% of 83,000 active; AID 1053188;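 active means mean inhibition of at least 50% with a set share of replicates also reaching that level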;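 further: 0% = neutral control wells and 100% = IKK inhibitor VII at 50 µM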
Numbers without * were called inactive; & = joins results of further samples; [ ] = remark or other dose. A portion of the library; rates above refer to the full screens.

BL2 CD40 inh,SMILES
-19,O=C(c1cccs1)N1CCN(c2nc3ccccc3s2)CC1
3,COc1cc(C2NC(=O)NC(C)=C2C(=O)OC(C)(C)C)ccc1OCC(=O)O (stereo not drawn)
-78,CCn1nnc(NC(=O)c2cc3ccccc3o2)n1
11,Cc1ccc(-n2c(Cc3cccn3C)nnc2SCC(N)=O)cc1
-1,COc1ccc(S(=O)(=O)N(C)Cc2ccc3c(c2)OCCO3)cc1
-5,Cc1ccccc1NC(=O)NCCc1c[nH]c2ccccc12
4,Cc1cc2n(n1)C(c1cccs1)Nc1ccccc1-2 (stereo not drawn)
-4,COc1ccc(CC(=O)NCCCSc2ccccc2)cc1OC
-7,O=C(c1cnsn1)N1CCN(c2ccccc2)CC1
0,NC(=O)C1CCN(C(=O)CCn2c(=O)oc3ccccc32)CC1
9,O=C(Nc1cccc(S(=O)(=O)N2CCCC2)c1)c1cncc(Br)c1
5[25 µM],C[C@H](CO)N1C[C@H](C)[C@H](CN(C)S(=O)(=O)c2ccc3c(c2)OCCCO3)OCc2cnnn2CCCC1=O
0[25 µM],COc1ccc(S(=O)(=O)N2C[C@H](O)COC[C@H]3O[C@@H](CC(=O)N[C@H]4CCN(Cc5ccccc5)C4)CC[C@@H]32)cc1
4,CC1CCCCC12NC(=O)N(CC(=O)N1CCN(S(=O)(=O)c3cccs3)CC1)C2=O (stereo not drawn)
-58,O=C(NCc1cccs1)c1cc2c(s1)-c1ccccc1OC2
1,CC(C(=O)N(C)Cc1cccc(F)c1)N1CCN(S(=O)(=O)c2ccc3c(c2)OCCCO3)CC1 (stereo not drawn)
13,O=C(CN1CCc2ccccc2C1)Nc1cccc(S(=O)(=O)N2CCOCC2)c1
6[25 µM],N#C[C@@H]1[C@H](c2ccccc2/C=C/c2ccccc2)[C@H](CO)N1S(=O)(=O)c1cccc(F)c1
2,COc1ccc(C(=O)NCCCN2CCN(CCCNC(=O)c3ccc(OC)c(OC)c3)CC2)cc1OC
9,COc1cccc(NC(=O)Cn2c(-c3cncs3)nc3ccccc32)c1

A second format for 2 compounds above:
molecule,BL2 CD40 inh
N#C[C@@H]1[C@H](c2ccccc2/C=C/c2ccccc2)[C@H](CO)N1S(=O)(=O)c1cccc(F)c1,6[25 µM]
COc1ccc(C(=O)NCCCN2CCN(CCCNC(=O)c3ccc(OC)c(OC)c3)CC2)cc1OC,2

The listing picks up, starting 6 compounds before the break.
BL2 CD40 inh,SMILES
-58,O=C(NCc1cccs1)c1cc2c(s1)-c1ccccc1OC2
1,CC(C(=O)N(C)Cc1cccc(F)c1)N1CCN(S(=O)(=O)c2ccc3c(c2)OCCCO3)CC1 (stereo not drawn)
13,O=C(CN1CCc2ccccc2C1)Nc1cccc(S(=O)(=O)N2CCOCC2)c1
6[25 µM],N#C[C@@H]1[C@H](c2ccccc2/C=C/c2ccccc2)[C@H](CO)N1S(=O)(=O)c1cccc(F)c1
2,COc1ccc(C(=O)NCCCN2CCN(CCCNC(=O)c3ccc(OC)c(OC)c3)CC2)cc1OC
9,COc1cccc(NC(=O)Cn2c(-c3cncs3)nc3ccccc32)c1
9,COc1ccc(C(=O)NNc2ccccc2)cc1OC
-6,COc1cccc(S(=O)(=O)Nc2ccc3c(c2)OC[C@@H](C)NC[C@@H](C)[C@H](OC)CN(C)C3=O)c1
-3,CC1CCc2sc(C(=O)OCC(=O)NCc3ccccc3)cc2C1 (stereo not drawn)
1,Cc1ccc(OCCC(=O)OCC(=O)Nc2ccc3c(c2)OCCO3)cc1
21,COC(=O)C1=C(C)N(C)C(=O)NC1c1cc2c(cc1[N+](=O)[O-])OCO2 (stereo not drawn)
7,CC(OC(=O)c1ccc(Cl)cc1)C(=O)NCc1ccc2c(c1)OCO2 (stereo not drawn)
6[25 µM],C[C@H](CO)N1C[C@H](C)[C@@H](CN(C)C(=O)Nc2cccc(C(F)(F)F)c2)OCc2cn(nn2)CCCC1=O
0,COc1ccc(NC(=O)CSCC(=O)Nc2sccc2C#N)cc1
8[25 µM],CO[C@@H](CN(C)S(=O)(=O)c1ccc(F)cc1)[C@H](C)CN(Cc1ccccc1Cl)[C@H](C)CO
6,COc1cc(OC)c(NC(=O)CC2SC(N)=NC2=O)cc1Cl (stereo not drawn)
9,CC(C)(C)NS(=O)(=O)c1ccc(CCC(=O)O)cc1
25&-3,Cc1cccc(S(=O)(=O)N2C[C@@H]3N[C@H](C2)C3c2ccc(-c3ccccc3F)cc2)c1 (stereo partly drawn)
-11,O=C(NC1CC(=O)N(c2cccc(F)c2)C1)C(=O)c1c[nH]c2ccccc12 (stereo not drawn)
-3,CCN(CC(=O)Nc1ccc2c(c1)OCCO2)C(=O)/C=C/c1ccc(OC)c(OC)c1
12,O=C(NC1CCN(Cc2ccccc2)CC1)c1ccc2c(c1)OCCCO2
32,COc1cc(OC)c(S(=O)(=O)NC(C)C)cc1S(=O)(=O)NC(C)C
9,Cc1noc(C)c1COc1ccccc1C(=O)N1CCN(S(=O)(=O)c2cccc(Cl)c2)CC1
13,COc1ccc(C(=O)Nc2ccc(Br)cn2)cc1S(=O)(=O)N1CCOCC1
-17[25 µM],C[C@H](NC(=O)N(C)C[C@H]1OCc2ccccc2-c2ccccc2C(=O)N([C@@H](C)CO)C[C@H]1C)c1ccccc1
10,CN(C)c1ccc(NC(=O)C(=O)NCCOc2ccccc2)cc1

4 entries drawn at random from the list so far:
BL2 CD40 inh,SMILES
9,CC(C)(C)NS(=O)(=O)c1ccc(CCC(=O)O)cc1
-7,O=C(c1cnsn1)N1CCN(c2ccccc2)CC1
6,COc1cc(OC)c(NC(=O)CC2SC(N)=NC2=O)cc1Cl (stereo not drawn)
4,Cc1cc2n(n1)C(c1cccs1)Nc1ccccc1-2 (stereo not drawn)

(continued)
BL2 CD40 inh,SMILES
-5,O=c1c2ccccc2nc2n1CCCS2
9[25 µM],COCCN(C[C@@H]1N[C@@H](CO)[C@@H]1c1ccc(-c2ccc(F)cc2)cc1)C(C)=O
8,CCn1cc(CNc2nc3nonc3nc2N2CCCCC2)cn1
21[25 µM],C[C@@H]1CN([C@H](C)CO)C(=O)c2ccccc2-c2ccccc2CO[C@@H]1CN(C)C(=O)[C@@H](Cc1ccccc1)N(C)C
15,CCCNC(=O)CN1CCN(c2cc3ccccc3c(Cl)n2)CC1
23,CCCCCN(C(=O)CCC(=O)OCCOc1cccc(Cl)c1)c1c(N)n(CCCC)c(=O)[nH]c1=O
18,CC(C)COC(=O)N1CCCCC1c1cc(C(=O)NCc2ccc(F)cc2)no1 (stereo not drawn)
16,CC(=O)N1N=C(c2cccs2)CC1c1cccc([N+](=O)[O-])c1 (stereo not drawn)
0,O=C(C[C@@H]1C[C@H]2c3cc(NC(=O)NC4CCCC4)ccc3O[C@H]2[C@H](CO)O1)NCc1ccccn1
-1,COc1ccc2cc3c(N)nn(C(=O)c4cccc(F)c4)c3nc2c1
10[25 µM],N#C[C@@H]1[C@@H](c2ccccc2-c2cccc(F)c2)[C@H](CO)N1C(=O)C1CCCCC1
22,O=C(CNC(=O)c1ccc(Br)o1)Nc1ccncc1
-6,COc1cc(/C=C/C(=O)OCc2csc(CC(=O)Nc3ccc(C)cc3)n2)ccc1OCC#N
4,O=C(O)COCC(=O)Nc1ccc(-n2cnnn2)cc1
9,O=S(=O)(NCCc1nc2ccccc2[nH]1)c1ccccc1
-12,Cc1cc(C(=O)NCc2ccccc2F)cs1
-1,Nc1c(C(=O)N2CCCCCC2)oc2ccccc12
4,CC1Cc2ccccc2N1C(=O)c1ccc2c(c1)nnn2C (stereo not drawn)
-12[25 µM],O=S(=O)(c1ccccc1)N1CCCCN2[C@H](CO)[C@@H](c3ccc(-c4ccccc4F)cc3)[C@@H]2C1
17,N#CCCN(C(=O)COC(=O)CCN=C1NS(=O)(=O)c2ccccc21)c1ccc(F)cc1
14,Cc1nn(-c2ccccc2)c2sc(C(=O)NCc3ccc(F)cc3)cc12
10,CCCc1cc(NC(=O)COC(=O)c2ccc(O)cc2O)n(-c2ccccc2)n1
6[25 µM],C[C@@H]1CC=CC[C@H](c2ccccc2)NC(=O)[C@H](C)N(C)C(=O)c2ccccc2O1 (mixture of isomers)
5,COc1ccc(NC(=O)N2CCN(c3ccc([N+](=O)[O-])cc3)CC2)cc1OC
7,CCN(CC)C(=O)C(C)OC(=O)COc1ccc(Cl)cc1Cl (stereo not drawn)
-1,Cn1c(NCC(O)c2ccccc2)nc2c1c(=O)n(Cc1ccc(Cl)cc1)c(=O)n2C (stereo not drawn)
-16[25 µM],CCCCCS(=O)(=O)CCCCCCCCCCn1c(-c2ccc(O)cc2)c(C)c2cc(O)ccc21
31,O=C(CC12CC3CC(CC(C3)C1)C2)Nc1nncs1
-6,C/C(=N\NC(=O)C1CC1c1ccccc1)c1cccs1 (stereo not drawn)
4,CC(C)N1CCN(Cc2cccc3nonc23)CC1CCO (stereo not drawn)
5,COC(=O)NC1CCC(NC(=O)OC)CC1 (stereo not drawn)
6,O=C(CN1C(=O)COc2ccc(Cl)cc21)Nc1ccccn1
-3,O=C(NCCCl)C1Cc2c(ccc3ccccc23)O1 (stereo not drawn)
-63,Cc1ccc(CCNC(=O)C2CCC(=O)N(Cc3ccccc3F)C2)o1 (stereo not drawn)
-66,Cc1nn(CC(=O)Nc2ccc3c(c2)OCO3)c(C)c1Cl
4[25 µM],CO[C@H]1CN(C)C(=O)c2ccc(NC(=O)c3ccno3)cc2OC[C@H](C)N(S(C)(=O)=O)C[C@H]1C
-17,O=C(c1ccc2c3c(cccc13)CC2)C1CCCN(Cc2ccccn2)C1 (stereo not drawn)
-2[25 µM],C[C@H]1CN([C@@H](C)CO)C(=O)Cc2cc(NC(=O)CCC(F)(F)F)ccc2O[C@@H]1CN(C)CC1CC1
2,O=C(Nc1ccccc1)N1CCC(C(=O)N2CCN(c3ccccc3F)CC2)CC1
6,CC(Nc1nc(N2CCCCC2)nc2ccccc12)c1ccccc1 (stereo not drawn)
-19,COC(=O)c1ccccc1NC(=O)CN1CCN(C23CC4CC(CC(C4)C2)C3)CC1
4,CCOC(=O)N1CCC2(CC1)NCCc1c2[nH]c2ccccc12
11,O=C(c1ccc2ccccc2n1)N1CCN(S(=O)(=O)c2ccccc2)CC1
-1,CC(=O)N(C)C[C@H]1Oc2ccccc2CC(=O)N(C)C[C@@H]1C
-16,COc1cc2c(cc1OC)C(c1ccccc1)N(C(=O)c1ccco1)CC2 (stereo not drawn)
11,Cc1ccc(S(=O)(=O)N(C)C[C@H]2OCCCC[C@H](C)Oc3ccc(NS(=O)(=O)c4ccc(F)cc4)cc3C(=O)N([C@@H](C)CO)C[C@@H]2C)cc1
16[25 µM],Cc1cc(C(=O)Nc2ccc3c(c2)C(=O)N(C)[C@@H]2CC[C@H](CC(=O)NCc4ccc(-c5ccccc5)cc4)O[C@@H]2CO3)no1
4,O=C(OCC(=O)N1CCCc2ccccc21)c1cc(S(=O)(=O)N2CCOCC2)ccc1Cl
1,CCCCn1c(N)c(N(CC(C)C)C(=O)c2cccc(S(=O)(=O)N(C)c3ccccc3)c2)c(=O)[nH]c1=O
10,COc1ccc(CC(=O)OCC(=O)NCCNC(=O)COC(=O)Cc2ccc(OC)cc2)cc1
-22[25 µM],O=C(C[C@H]1C[C@H]2c3cc(NC(=O)Cc4ccncc4)ccc3O[C@H]2[C@H](CO)O1)NCc1ccc(-c2ccccc2)cc1
5,CC(C)C(C(=O)Nc1ccc(S(N)(=O)=O)cc1)N1C(=O)c2ccccc2C1=O (stereo not drawn)
7,Cc1ccc(C(=O)Nc2nnc(COc3ccccc3)s2)cc1
16[25 µM],O=S(=O)(c1cccc(F)c1)N1CC[C@@H]2[C@@H](CO)Nc3ccc(Br)cc3[C@@H]21
-2[25 µM],CC(=O)N1[C@H](CO)[C@H](c2ccccc2)[C@@H]1CN(C)S(=O)(=O)c1ccccc1
-7,O=C(NCC[C@H]1CC[C@@H](NC(=O)C2CCCC2)[C@H](CO)O1)c1cnccn1
6,COc1cccc(CN2CCCC(C(=O)N3CCCCC3)C2)c1OC (stereo not drawn)
55*,COC(=O)c1ccc(CSc2cc(C)c3cc(C)cc(C)c3n2)o1
-2[25 µM],O=C(O)C[C@@H]1C[C@H]2c3cc(NC(=O)Cc4ccncc4)ccc3O[C@H]2[C@@H](CO)O1
-10,O=C(Nc1cccc(Cl)c1)N(CCCN1CCOCC1)Cc1ccccc1F

Going on with the list:
BL2 CD40 inh,SMILES
-34,Nc1c2c(nn1-c1ccc(C(=O)O)cc1)CNC2
-3,O=C(/C=C/c1ccccc1[N+](=O)[O-])NNC(=O)c1ccncc1
-5,CC(=O)Nc1ccc(NC(=O)COc2ccc(-c3ccccc3)cc2)cc1
-5[25 µM],CC(CCCCC(=O)Nc1ccc(C(F)(F)F)cc1)NCCc1cnc[nH]1 (stereo not drawn)
6,CC1CCC(NC(=O)CSc2nncn2C)CC1 (stereo not drawn)
2,O=C(Cn1nnc(-c2ccccc2F)n1)Nc1ccc(C(=O)N2CCOCC2)cc1
-14[25 µM],CN1CCN(C(=O)C[C@@H]2CC[C@H]3[C@@H](COC[C@H](O)CN3C(=O)c3ccccc3F)O2)CC1
-19,CCN(CC(=O)NCc1cccs1)C(=O)c1ccc(-c2ccccc2F)o1
3,COc1ccc(Cl)cc1NC(=S)NN1CCOCC1
-68,CCn1nc(C(=O)N[C@@H](CCSC)c2nc3ccccc3[nH]2)c2ccccc2c1=O
13,Cc1cccc(C(=O)NNC(=O)c2csc(N3CCOCC3)n2)c1C

Sorted by formula weight (largest number first): part of the list above
BL2 CD40 inh,SMILES
1,CCCCn1c(N)c(N(CC(C)C)C(=O)c2cccc(S(=O)(=O)N(C)c3ccccc3)c2)c(=O)[nH]c1=O
16[25 µM],O=S(=O)(c1cccc(F)c1)N1CC[C@@H]2[C@@H](CO)Nc3ccc(Br)cc3[C@@H]21
-3,O=C(/C=C/c1ccccc1[N+](=O)[O-])NNC(=O)c1ccncc1
9,CC(C)(C)NS(=O)(=O)c1ccc(CCC(=O)O)cc1

Screening results (PubChem)
